S100A4 inh HTS = inhibitors of human S100A4 binding to myosin IIA peptide | P26447 | S100A4/TAMRA-MyoIIA peptide fluorescence polarization | inhibition, % at 10.7 µM | 360,000 tested, 0.14% active;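 active = mean inhibition of at least 70% across replicates, with every replicate also reaching that level; inconclusive = mean inhibition reaches 70% but some replicates fall short; inactive = mean inhibition below 70%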
Target sequence (P26447 whole entry, looked up): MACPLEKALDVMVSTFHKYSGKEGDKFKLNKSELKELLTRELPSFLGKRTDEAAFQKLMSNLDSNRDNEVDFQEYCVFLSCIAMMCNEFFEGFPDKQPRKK
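Assay system: human S100A4 monomer with TAMRA-labelled myosin IIA peptide / Buffer or medium: Calcium-containing HEPES buffer, pH 7.2 / Reagent: TAMRA-labelled myosin IIA heavy-chain peptide probe, 5 nM / Compound: one dose per compound / Timing: polarization read 5 min after assay mix addition, stable 5–60 min / Benchmarks: neutral control DMSO, positive control TFP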
PGC1a acetyl inh = PGC1a acetylation modulation, inhibitor mode; U2OS PGC1a acetylation, AlphaScreen anti-acetyl-lysine; with virally co-expressed GCN5 acetyltransferase; inhibition, % at 15.6 µM; 350,000 tested, 0.17% active; AID 651687;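 active = every replicate shows inhibition of at least 40%; inconclusive = mean inhibition at least 40% but some replicate below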;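 also: 0% = neutral control wells and 100% = positive control wells; some results beyond the cut were filed as inactive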
ERAP1 inh = ERAP1 (human) enzyme inhibition; recombinant ERAP1, Leu-AMC fluorescence, 60 min; Q9NZ08; AID 652197; 340,000 tested, 0.15% active; inhibition, % at 10.7 µM;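 active = mean replicate inhibition of at least 30%, or all replicates individually reaching that 30% level; inactive = mean below 30% and not every replicate reaching it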;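 also: 0% = neutral control wells and 100% = L-leucinethiol positive control wells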
EWS-Fli inh = blocks EWS/Fli oncoprotein-driven transcription; A673 NR0B1-luciferase reporter, viability-normalised; 350,000 tested, 0.67% active; AID 651661; inhibition, % at 12.6 µM;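 active = mean inhibition of at least 50% after viability correction, with every replicate also passing that limit; inconclusive = mean reaches 50% but only one of two replicates passes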;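 also: firefly luciferase signal divided by Alamar Blue viability fluorescence both relative to DMSO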
LGR2 inh = Drosophila LGR2 receptor signaling inhibition; HEK293 LGR2, CRE-luciferase, bursicon-stimulated, 4 h; inhibition, % at 9.99 µM; 380,000 tested, 0.35% active;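 active = drop in luminescence signal, shown as inhibition above about 50% in the replicate tests, limit read from the data, passing the limit was not always enough; inconclusive = probably only some replicates passing the limit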;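 also: agonist challenge used bursicon conditioned medium at about half maximal strength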
FN deposit inh = fibronectin deposition inhibition. AH1F fibroblasts, Alexa488-fibronectin deposition fluorescence, overnight. 350,000 tested, 0.086% active. inhibition, % at 12.6 µM;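 active = mean inhibition across replicates of 30% or more, regardless of how many single replicates reach that level; inconclusive = mean under 30% yet at least half of replicates reach 30%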;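 also: positive control wells lacked labelled fibronectin entirely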
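Assay system: AH1F fibroblast monolayer, labelled fibronectin deposition. Amount: 10000 cells per well. Also added: labelled fibronectin 24 nM. Compound: single-point pinned compound. Incubation: cell attachment 1 h, compound and FN exposure overnight. Detection: fluorescence after three HBSS washes, excitation 485 nm, emission 525 nm. Read-out: inhibition of fibronectin deposition signal.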
PglD inh = PglD (C. jejuni) enzyme inhibition. purified PglD enzyme, DTNB colorimetric CoA detection. inhibition, % at 12.5 µM. 360,000 tested, 0.098% active; in the data active = inhibition above about 16%, passing the limit was not always enough; inconclusive = no clear call, values can overlap the other calls; also: strong numbers were not always called active
PAX8 inh HTS = lowers PAX8-driven luciferase in RMG-I cells; 360,000 tested, 1.2% active; inhibition, % at 12.6 µM; RMG-I TPO-luciferase reporter, SteadyGlo, 24 h; AID 652154;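 active = mean replicate inhibition at least 60% with every replicate also reaching 60%; inconclusive = only one of the two criteria is met; inactive = mean below 60% and not all replicates reaching 60%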;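 also: luciferase light reporting Pax8 driven TPO promoter activity; plate controls were median of neutral control wells for no effect and mitoxantrone controls for full effect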
Numbers without * were called inactive; ? = inconclusive; nt = no result given; & = joins results of further samples.

Compound	S100A4 inh HTS	PGC1a acetyl inh	ERAP1 inh	EWS-Fli inh	LGR2 inh	FN deposit inh	PglD inh	PAX8 inh HTS
CCOc1ccc(NC(=O)[C@@H]2CCCN2C(=O)c2cccs2)cc1S(=O)(=O)N1CCCCC1	0	2	1	6	5	-2	5	9
CCc1nnc(NC(=O)CSc2nnc(-c3ccoc3C)n2-c2ccc(C)cc2)s1	nt	-13	nt	nt	nt	-12	-2	11
O=c1cc(N2CCc3ccccc3C2)[nH]c(=O)n1-c1ccc(Cl)cc1	2	8	2	4	-5	nt	-5	nt
COCCn1c(C)cc(C(=O)COC(=O)CNC(=O)c2ccccc2)c1C	-5	nt	1	2	21	-14	nt	-6
Cc1c(CC(=O)NCC(=O)NCC(=O)O)c(=O)oc2cc3c(cc12)CCC(C)(C)O3	-1	-22	2	5	-20	-7	-8	1
CC(C)NC(=O)N[C@@H]1CC[C@H](CCN)O[C@@H]1CO	2	10	-2	3	11	9	4	7
O=C(Cn1cccn1)c1ccccc1	2	-2	0	-6	-2	13	nt	7
Cc1ccc(S(=O)(=O)Nc2ccc3c(c2)CC(=O)N([C@@H](C)CO)C[C@H](C)[C@@H](CN(C)Cc2ccc(C(=O)Nc4ccccc4N)cc2)O3)cc1	9	-8	2	19	-4	nt	nt	0
COc1cccc2cc(C(=O)NCc3ccc(F)cc3)c(=N)oc12	-4	3	-3	nt	-12	nt	1	-2
CC(C)n1nc(C(=O)Oc2cccc(Cl)c2Cl)c2ccccc2c1=O	-14	nt	-1	14	2	4	nt	18
Fc1ccc(Sc2ccccc2CNC2=NCCN2)cc1	-2	8	16	7	30	0	-8	2
CCc1ccc(CN(C)C(=O)CCc2nnc(COc3ccccc3)o2)cc1	-3	nt	9	-32	-33	1	nt	-49
C[C@@H]1CN([C@@H](C)CO)S(=O)(=O)c2ccc(C#CC3CC3)cc2O[C@@H]1CN(C)C(=O)Cc1ccncc1	-5	11	-1	2	-17	1	2	nt
O=C(CCCCl)NC1=NN(c2ccccc2)C(=O)C1	-11	nt	5	-12	5	-9	nt	-11
COc1ccc(-c2c[n+]3c(n2-c2ccccc2)SCC3)cc1OC	1	nt	-2	-5	-4	-18	nt	13
CCC(NS(=O)(=O)c1c(C)[nH]c(=O)[nH]c1=O)C12CC3CC(CC(C3)C1)C2 (stereo unspecified)	-1	1	10	nt	nt	-11	-1	-1
C[C@@H]1CN([C@H](C)CO)C(=O)c2cc(NC(=O)c3ccccc3)ccc2O[C@@H](C)CCCCO[C@H]1CN(C)C(=O)Cc1ccccc1	-14	-40	2	31	6	-10	-4	nt
CO[C@H]1CN(C)C(=O)c2cc(NC(=O)c3cc(C)on3)ccc2OC[C@@H](C)N(C(=O)C2CC2)C[C@@H]1C	2	15	0	-4	-6	-5	-3	nt
CCc1nc2ccc(C(=O)N(C)CC(=O)Nc3ccc(F)c(F)c3F)cc2nc1CC	1	nt	1	-8	-16	-4	-1	-12
Cc1cc(CNC(=O)C2CCC(=O)N(Cc3cccc(C(F)(F)F)c3)C2)no1 (stereo unspecified)	-1	nt	-1	0	-4	7	3	nt

Full records, looked up by structure. Order of values: S100A4 inh HTS, PGC1a acetyl inh, ERAP1 inh, EWS-Fli inh, LGR2 inh, FN deposit inh, PglD inh, PAX8 inh HTS
Entry for `CCC(NS(=O)(=O)c1c(C)[nH]c(=O)[nH]c1=O)C12CC3CC(CC(C3)C1)C2` (stereo unspecified) = -1, 1, 10, nt, nt, -11, -1, -1
Entry for `COc1ccc(-c2c[n+]3c(n2-c2ccccc2)SCC3)cc1OC` = 1, nt, -2, -5, -4, -18, nt, 13
Entry for `COc1cccc2cc(C(=O)NCc3ccc(F)cc3)c(=N)oc12` = -4, 3, -3, nt, -12, nt, 1, -2
Entry for `Cc1ccc(S(=O)(=O)Nc2ccc3c(c2)CC(=O)N([C@@H](C)CO)C[C@H](C)[C@@H](CN(C)Cc2ccc(C(=O)Nc4ccccc4N)cc2)O3)cc1` = 9, -8, 2, 19, -4, nt, nt, 0

More compounds
Compound	S100A4 inh HTS	PGC1a acetyl inh	ERAP1 inh	EWS-Fli inh	LGR2 inh	FN deposit inh	PglD inh	PAX8 inh HTS
CC(C)NC(=O)N(C)C[C@@H]1Oc2ccc(NC(=O)C3CC3)cc2CC(=O)N([C@H](C)CO)C[C@H]1C	nt	6	nt	4	-15	nt	nt	-7
O=C(NC1CCC1)[C@@H]1[C@@H](CO)[C@@H]2Cn3c(ccc(C4=CCCCC4)c3=O)[C@H]1N2CC1CC1	-14	-4	5	2	-3	-6	-2	3
CCCCOC(=O)/C(=C/c1cn(C)c2ccccc12)NC(=O)c1ccc(OC)cc1	2	nt	-6	-3	-4	-1	2	11
Cc1noc(C)c1S(=O)(=O)N(C)C[C@H]1Oc2ccc(NC(=O)NC(C)C)cc2CC(=O)N([C@H](C)CO)C[C@@H]1C	2	-3	1	-5	-18	nt	0	-22
Cc1noc(C)c1S(=O)(=O)N(C)C[C@@H]1OCCCC[C@H](C)Oc2ccc(NS(=O)(=O)c3ccc(F)cc3)cc2C(=O)N([C@@H](C)CO)C[C@H]1C	nt	-6	nt	6	-2	7	-2	-24
CN(Cc1ccccc1)CC(O)COc1ccc(CNCCCOc2cccnc2)cc1 (stereo unspecified)	-10	3	2	2	2	-1	nt	14
CCc1c(C)nc(N)n2c(SCC(=O)Nc3ccccc3)nnc12	nt	0	nt	nt	nt	0	7	-1
COc1ccc(NC(=O)N(C)C[C@H]2Oc3ncc(C#CCN(C)C)cc3C(=O)N([C@H](C)CO)C[C@@H]2C)cc1	nt	7	nt	0	15	-6	nt	-20
CCCCCN(C(=O)CCC(=O)OCC(=O)N1CCCCC1CC)c1c(N)n(CCCC)c(=O)[nH]c1=O (stereo unspecified)	5	nt	-1	3	1	-7	-4	8
COC(=O)c1c(NC(=O)CN2C(=O)C(=O)N(CC(C)C)C2=O)sc2c1CCCCC2	nt	-5	nt	nt	-4	nt	3	-7
COc1cc(CN2CCNC(=O)C2CC(=O)N(C)CCCN2CCOCC2)cc(OC)c1 (stereo unspecified)	-1	7	-2	6	4	6	-2	-1
O=c1c2ccc(F)cc2sn1-c1ccccc1	-1	nt	nt	3	-1	nt	-2	-101
CC(C)(C)S(=O)N1Cc2cc(C(=O)NCc3ccc(Oc4ccccc4)cc3)nc(-c3cccc(-c4cccc(F)c4)c3)c2[C@@H]1CCO (stereo partly specified)	-13	-8	-1	4	1	-2	nt	-24
COc1ccc(-n2c(SCC(=O)N3CCc4ccccc43)nnc2-c2c[nH]c3ccccc23)cc1	12	-4	6	6	-12	1	-1	-6
CCN(C[C@H]1[C@H](c2ccccc2)[C@H](CO)N1C(=O)COC)S(C)(=O)=O	-7	7	1	-2	-16	-3	-2	-3
CCN1CCN(C(=O)C2CCN(Cc3cc(Cl)ccc3O)CC2)CC1	-4	-14	-3	4	-16	nt	-1	nt
COc1ccc(S(=O)(=O)Nc2ccc3c(c2)C(=O)N([C@H](C)CO)C[C@H](C)[C@H](CN(C)S(C)(=O)=O)O3)cc1	3	-5	-1	1	-6	nt	0	nt
O=C1CN(C(=O)COC(=O)CNS(=O)(=O)c2ccccc2)c2ccccc2N1	-5	nt	3	-10	?	-12	nt	-9
C/C(=N\NC(=O)C1CC1)c1ccc(C(C)(C)C)cc1	3	nt	-5	-60	-11	2	8	-31
COC(=O)c1ccc(NC(=O)c2ccc(NC(=O)C3CCCO3)cc2)cc1 (stereo unspecified)	-20	nt	nt	6	11	1	nt	-10

Compound	S100A4 inh HTS	PGC1a acetyl inh	ERAP1 inh	EWS-Fli inh	LGR2 inh	FN deposit inh	PglD inh	PAX8 inh HTS
NC(=O)c1nc2c([nH]c1=O)CCCC2	-15	-7	-1	-10	-25	0	1	16
CC(=O)N1CC=C2C(C#N)=C(N)C(C#N)(C#N)C(CCc3ccccc3)C2C1 (stereo unspecified)	nt	1	nt	nt	nt	2	0	18
Cc1ccnc(Nc2nc(-c3sc(C)nc3C)cs2)c1	0	10	3	-30	78*	6	-5	-138
O=C(COc1ccccc1Cl)N1CCN(c2ccccn2)CC1	-2	nt	5	0	-3	nt	nt	6
N/C(=N\OC(=O)CSc1ccccc1)c1ccncc1	-1	5	-4	-77	-33	1	-5	-186
O=C(Nc1ccnn1C1CCN(C/C=C/c2ccccc2)CC1)c1ccccc1	2	5	-1	-1	-66	-7	-1	nt
O=C1c2ccccc2NC(c2cccc([N+](=O)[O-])c2)N1O (stereo unspecified)	0	13	-4	12	6	6	-3	4
COc1ccc(-c2ccc3c(n2)CCCN3S(=O)(=O)c2ccc(OC)cc2)cc1	0	nt	-3	27	-5	1	nt	-13
Cc1cc(=O)[nH]c(Nc2cccc(Cl)c2C)n1	1	nt	1	-2	-7	0	1	5
CCC(C)NC(=O)CSc1nc2ccccc2c(=O)n1Cc1ccc(OC)cc1 (stereo unspecified)	nt	-9	nt	nt	nt	-2	-1	4
CO[C@H]1CN(C)C(=O)c2ccc(NC(=O)C3CCC3)cc2OC[C@@H](C)N(Cc2cccnc2)C[C@H]1C	-21	nt	2	0	-5	-1	1	-5
O=C(Nc1ccc(S(=O)(=O)N2CCOCC2)cc1)c1c(F)cccc1F	-11	nt	5	7	-10	1	3	11
CSc1nc2ccc(NC(=O)c3ccc(Cl)s3)cc2s1	1	3	5	-126	-81	-7	nt	-120
CCC1Nc2ncnc(N3CCOCC3)c2N(Cc2ccc(Br)cc2)C1=O (stereo unspecified)	1&3	1&-2	6&-2	6&-2	14&5	-6&0	-5&-7	2&7
C[C@H](CO)N1C[C@H](C)[C@@H](CN(C)Cc2ccc(Cl)c(Cl)c2)OCc2cn(nn2)CCCC1=O	nt	7	nt	4	9	4	nt	2
COc1cccc(OCC(=O)N(C)Cc2nc(-c3cccc(C)c3)no2)c1	4	nt	2	-20	-1	2	1	-4

Outcome played no part in choosing rows, and some 2.1% of all compounds hit somewhere here.
